BioA inh – M. tuberculosis BioA enzyme inhibitors, primary screen, biochemical, plate reader, single point, HTS; 7,8-diaminopelargonic acid synthase BioA (Mycobacterium tuberculosis); purified M. tuberculosis BioA enzyme; inhibition, % at 9.99 µM; 360,000 compounds, 0.096% hits; AID 602481, 2012; in the data active = inhibition above about 40%
The depositor's hits bear a star. The list is partial; the hit share may differ from the screen's.

SMILES | BioA inh
CCC(=O)N1C[C@@H](C)[C@@H](OC)CN(C)C(=O)c2ccc(NC(=O)c3cc(C)on3)cc2OC[C@@H]1C | 0.0
C[C@H](CO)N1C[C@H](C)[C@H](CN(C)C(=O)Cc2ccccc2)OCCCC[C@H](C)Oc2ccc(NS(=O)(=O)c3ccc(F)cc3)cc2C1=O | 2.3
COc1ccc(CN(C)C[C@@H]2OCCCC[C@H](C)Oc3ccc(NC(=O)Cc4ccccc4)cc3C(=O)N([C@@H](C)CO)C[C@H]2C)cc1 | -0.3
CCCNC(=O)C[C@@H]1C[C@@H]2c3cc(NC(=O)CN(C)C)ccc3O[C@@H]2[C@H](CO)O1 | -1.7
CO[C@@H]1CN(C)C(=O)c2cc(NC(=O)NC(C)C)ccc2OC[C@@H](C)NC[C@@H]1C | -1.0
CO[C@@H]1CN(C)C(=O)c2cc(NS(C)(=O)=O)ccc2OC[C@@H](C)N(CCC(F)(F)F)C[C@@H]1C | -1.1
C[C@@H]1CN([C@H](C)CO)S(=O)(=O)c2ccc(-c3ccncc3)cc2O[C@@H]1CN(C)Cc1ccncc1 | -1.4
COc1ccc(S(=O)(=O)Nc2cccc3c2O[C@H](CN(C)C(=O)Nc2cccc4ccccc24)[C@H](C)CN([C@H](C)CO)C3=O)cc1 | 0.0
CCC(=O)N1C[C@@H](O)COC[C@@H]2O[C@H](CC(=O)NCc3ccccc3Cl)CC[C@H]21 | 0.2
C[C@@H]1CCCCO[C@@H](CN(C)C(=O)c2ccncc2)[C@H](C)CN([C@@H](C)CO)C(=O)c2cc(NC(=O)NC3CCCCC3)ccc2O1 | -2.5
CO[C@@H]1CN(C)C(=O)c2cc(NC(C)=O)ccc2OC[C@H](C)N(C(=O)C2CC2)C[C@@H]1C | -3.9
COC(=O)C[C@@H]1CC[C@@H]2[C@H](COC[C@@H](O)CN2CCC(F)(F)F)O1 | 0.9
COC(=O)C[C@@H]1CC[C@@H]2[C@H](COc3ccc(NS(=O)(=O)c4ccccc4F)cc3C(=O)N2C)O1 | 1.0
CCCC(=O)Nc1ccc2c(c1)C(=O)N(C)[C@@H]1CC[C@@H](CC(=O)NCCOC)O[C@H]1CO2 | -2.0
CN(C)C(=O)C[C@H]1C[C@H]2c3cc(NC(=O)Nc4ccccc4)ccc3O[C@H]2[C@@H](CO)O1 | -1.8
CCCC#Cc1ccc2c(c1)O[C@@H](CN(C)C(=O)C1CCCCC1)[C@H](C)CN([C@H](C)CO)S2(=O)=O | 0.8
CCNC(=O)C[C@H]1CC[C@H]2[C@H](COc3ccc(NC(=O)c4ccccc4Cl)cc3C(=O)N2C)O1 | 0.5
CN(C)C(=O)C[C@@H]1C[C@H]2c3cc(NC(=O)Nc4ccccc4)ccc3O[C@H]2[C@@H](CO)O1 | 0.7
CN(C)C(=O)c1cccc(-c2ccc3c(c2)[C@H]2[C@H](CCN2C(=O)c2ccc(F)cc2)[C@@H](CO)N3C)c1 | 5.1
COc1cccc(-c2ccc([C@H]3[C@H](CO)N4CCCCN(S(=O)(=O)c5cn(C)cn5)C[C@@H]34)cc2)c1 | -0.5
C[C@@H]1CCCCO[C@@H](CN(C)Cc2ccc3c(c2)OCO3)[C@H](C)CN([C@H](C)CO)C(=O)c2cc(NS(=O)(=O)c3cn(C)cn3)ccc2O1 | 1.1
C/C=C/c1ccc2c(c1)O[C@H](CN(C)C(=O)C1CC1)[C@@H](C)CN([C@@H](C)CO)S2(=O)=O | 1.4
CNC[C@H]1Oc2cc(-c3ccncc3)ccc2S(=O)(=O)N([C@H](C)CO)C[C@@H]1C | -1.5
Cc1noc(C)c1NC(=O)Nc1ccc2c(c1)CC(=O)N([C@@H](C)CO)C[C@@H](C)[C@H](CN(C)C(=O)NC(C)C)O2 | -0.4
CCCNC(=O)C[C@@H]1C[C@H]2c3cc(NC(=O)Nc4ccccc4)ccc3O[C@H]2[C@H](CO)O1 | -0.9
C[C@@H]1CCCCO[C@@H](CN(C)Cc2ccc(C(F)(F)F)cc2)[C@H](C)CN([C@@H](C)CO)C(=O)c2cc(NC(=O)C3CCCCC3)ccc2O1 | 2.4
C/C=C/c1ccc([C@H]2[C@@H](CO)N[C@@H]2CN(CC)C(=O)CN2CCOCC2)cc1 | -0.9
C[C@@H]1CN([C@@H](C)CO)S(=O)(=O)c2ccc(Br)cc2O[C@@H]1CN(C)C(=O)C1CCCCC1 | 4.4
CC(C)NC(=O)Nc1cccc2c1O[C@H](CN(C)S(=O)(=O)c1ccc(F)cc1)[C@@H](C)CN([C@@H](C)CO)C2=O | -2.2
CN(C[C@@H]1[C@@H](c2ccccc2)[C@@H](CO)N1Cc1ccccn1)S(C)(=O)=O | -2.8
CCC(=O)N1CC[C@@H]2[C@H]1c1cc(-c3cccc(C#N)c3)ccc1N[C@@H]2CO | 11
O=C(C[C@@H]1CC[C@H]2NC[C@H](O)COC[C@@H]2O1)NCCN1CCCCC1 | -1.8
C[C@H](NC(=O)[C@@H]1[C@@H](CO)[C@@H]2Cn3c(cccc3=O)[C@@H]2N1CC1CCCC1)c1ccccc1 | -1.2
Cc1noc(C)c1S(=O)(=O)Nc1ccc2c(c1)C(=O)N([C@@H](C)CO)C[C@@H](C)[C@H](CN(C)C(=O)CCCN(C)C)OCCCC[C@@H](C)O2 | -0.7
CCCC(=O)Nc1ccc2c(c1)C(=O)N(C)[C@H]1CC[C@H](CC(=O)OC)O[C@H]1CO2 | -1.7
C[C@@H]1CCCCO[C@H](CN(C)CC2CCCCC2)[C@H](C)CN([C@@H](C)CO)C(=O)c2cc(NS(=O)(=O)c3ccc(Cl)cc3)ccc2O1 | 8.6
CN(C)CC#Cc1ccc([C@H]2[C@H]3CN(C(=O)Nc4ccc(F)cc4)CCCCN3[C@H]2CO)cc1 | 3.0
CCCC(=O)Nc1ccc2c(c1)C(=O)N(C)[C@H]1CC[C@@H](CC(=O)NCCOC)O[C@H]1CO2 | -1.6
CCC(=O)N1[C@H](CO)[C@H]2c3ccccc3N(C(=O)Nc3ccccc3Cl)C[C@H]21 | -4.2
Cc1noc(C)c1NC(=O)N(C)C[C@H]1OCCCC[C@H](C)Oc2ccc(NS(C)(=O)=O)cc2C(=O)N([C@@H](C)CO)C[C@H]1C | -3.0
Cc1ccc(S(=O)(=O)Nc2ccc3c(c2)C(=O)N([C@@H](C)CO)C[C@H](C)[C@@H](CN(C)S(=O)(=O)c2ccc(Cl)cc2)OCCCC[C@@H](C)O3)cc1 | -0.8
COc1cccc(CNC(=O)C[C@H]2CC[C@@H]3[C@@H](COc4ccc(NS(=O)(=O)c5ccccc5F)cc4C(=O)N3C)O2)c1 | 0.0
C[C@H]1CN([C@@H](C)CO)C(=O)c2cc(NC(=O)C3CCCCC3)ccc2O[C@H]1CN(C)Cc1ccc(Oc2ccccc2)cc1 | -1.8
O=C(C[C@@H]1C[C@@H]2c3cc(NC(=O)Nc4ccccc4)ccc3O[C@@H]2[C@H](CO)O1)NCc1cccnc1 | 1.0
CC(=O)N1[C@H](C(=O)NC2CCC2)[C@@H](CO)[C@@H]2Cn3c(ccc(-c4ccccc4)c3=O)[C@@H]21 | -0.7
COc1ccc(S(=O)(=O)Nc2cccc3c2O[C@@H](CN(C)Cc2ccc(Cl)c(Cl)c2)[C@H](C)CN([C@@H](C)CO)C3=O)cc1 | -0.4
CCC(=O)N(C)C[C@@H]1Oc2ncc(C#CC(C)C)cc2C(=O)N([C@H](C)CO)C[C@@H]1C | -5.3
C[C@@H]1CN([C@@H](C)CO)C(=O)c2cc(NC(=O)Nc3ccc(C(F)(F)F)cc3)ccc2O[C@H]1CN(C)S(=O)(=O)c1cccs1 | -2.1

Two entries from above, comma-delimited:
Structure,BioA inh
C/C=C/c1ccc2c(c1)O[C@H](CN(C)C(=O)C1CC1)[C@@H](C)CN([C@@H](C)CO)S2(=O)=O,1.4
CNC[C@H]1Oc2cc(-c3ccncc3)ccc2S(=O)(=O)N([C@H](C)CO)C[C@@H]1C,-1.5

(further entries)
SMILES | BioA inh
CNC[C@@H]1OCCCC[C@@H](C)Oc2ccc(NS(=O)(=O)c3cn(C)cn3)cc2C(=O)N([C@H](C)CO)C[C@H]1C | -4.2
C/C=C/c1ccc([C@H]2[C@@H](CO)N(C(=O)NCCC)[C@H]2CNC(=O)C2CC2)cc1 | 2.4
CCC(=O)N1[C@H](CO)[C@H](c2ccccc2)[C@H]1CN(CC)C(=O)c1cccc(F)c1 | 2.8
C[C@@H]1CCCCO[C@H](CN(C)C(=O)NC2CCCCC2)[C@@H](C)CN([C@H](C)CO)C(=O)c2cc(NS(C)(=O)=O)ccc2O1 | 4.0
COC(=O)C[C@H]1CC[C@@H]2[C@H](COc3ccc(NC(=O)c4cccs4)cc3C(=O)N2C)O1 | 4.3
O=C(Cc1ccccc1)N1CC[C@@H]2[C@@H](CO)Nc3ccc(-c4ccc(F)cc4)cc3[C@@H]21 | 23
CO[C@@H]1CN(C)C(=O)c2cc(NC(=O)c3cc(C)on3)ccc2OC[C@@H](C)NC[C@@H]1C | -0.4
C[C@@H]1CN([C@@H](C)CO)C(=O)c2cc(C#Cc3cccc(F)c3)cnc2O[C@@H]1CN(C)C(=O)C1CCOCC1 | 2.3
CO[C@@H]1CN(C)C(=O)c2ccc(NS(C)(=O)=O)cc2OC[C@@H](C)N(Cc2cccnc2)C[C@H]1C | -0.9
C[C@H](CO)N1C[C@H](C)[C@H](CN(C)CC2CC2)Oc2cc(C#C[C@@H](C)O)ccc2S1(=O)=O | -1.9
C[C@@H]1CN([C@H](C)CO)C(=O)c2cc(NC(=O)C3CC3)ccc2O[C@H]1CN(C)Cc1ccc(Oc2ccccc2)cc1 | -1.3
COc1ccc(S(=O)(=O)Nc2ccc3c(c2)C(=O)N([C@@H](C)CO)C[C@H](C)[C@H](CN(C)C(=O)Nc2ccc4c(c2)OCO4)O3)cc1 | 2.4
C[C@H]1CN([C@@H](C)CO)C(=O)Cc2cc(NC(=O)Nc3ccc4c(c3)OCO4)ccc2O[C@@H]1CN(C)C(=O)Nc1ccc(F)cc1 | 3.6
CC(C)C(=O)Nc1ccc2c(c1)C(=O)N(C)[C@H]1CC[C@@H](CC(=O)NCc3cccc(F)c3)O[C@H]1CO2 | -3.0
CCCC(=O)Nc1ccc2c(c1)C(=O)N(C)C[C@H](OC)[C@@H](C)CN(Cc1nccs1)[C@@H](C)CO2 | 1.3
CCCNC(=O)C[C@@H]1C[C@H]2c3cc(NC(=O)CN(C)C)ccc3O[C@H]2[C@@H](CO)O1 | -2.7
CN1C(=O)c2cc(NC(=O)c3ccc(C(F)(F)F)cc3)ccc2OC[C@H]2O[C@@H](CC(=O)NCc3ccc4c(c3)OCO4)CC[C@H]21 | 0.6
COc1ccc(S(=O)(=O)Nc2ccc3c(c2)CC(=O)N([C@H](C)CO)C[C@@H](C)[C@@H](CN(C)C(=O)Nc2ccc(F)cc2)O3)cc1 | 2.6
C[C@H]1CN([C@@H](C)CO)C(=O)Cc2cc(NC(=O)CCN3CCOCC3)ccc2O[C@H]1CN(C)Cc1ccc(C(=O)O)cc1 | -3.8
C[C@@H]1CCCCO[C@@H](CN(C)Cc2ccc(C(=O)Nc3ccccc3N)cc2)[C@@H](C)CN([C@H](C)CO)C(=O)c2cc(NC(=O)Nc3ccc4c(c3)OCO4)ccc2O1 | -1.8
C[C@H](CO)N1C[C@H](C)[C@H](CN(C)C(=O)Nc2ccc(C(F)(F)F)cc2)OCCCC[C@H](C)Oc2ccc(NC(=O)Nc3ccc(C(F)(F)F)cc3)cc2C1=O | -1.9
COCCNC(=O)C[C@@H]1CC[C@H]2[C@@H](COc3ccc(NC(=O)Nc4cccc(F)c4)cc3C(=O)N2C)O1 | 12
CCC(=O)Nc1ccc2c(c1)C(=O)N(C)C[C@H](OC)[C@@H](C)CN(C(=O)C1CCC1)[C@H](C)CO2 | 0.3
Cc1noc(C)c1NC(=O)N(C)C[C@@H]1Oc2c(NC(=O)Nc3ccccc3)cccc2C(=O)N([C@H](C)CO)C[C@H]1C | -1.3

Structural class: the compounds so far with a thiophene ring, fused or not
SMILES | BioA inh
C[C@@H]1CN([C@@H](C)CO)C(=O)c2cc(NC(=O)Nc3ccc(C(F)(F)F)cc3)ccc2O[C@H]1CN(C)S(=O)(=O)c1cccs1 | -2.1
COC(=O)C[C@H]1CC[C@@H]2[C@H](COc3ccc(NC(=O)c4cccs4)cc3C(=O)N2C)O1 | 4.3

Five of the compounds above, as tab-separated lines:
SMILES	BioA inh
CN1C(=O)c2cc(NC(=O)c3ccc(C(F)(F)F)cc3)ccc2OC[C@H]2O[C@@H](CC(=O)NCc3ccc4c(c3)OCO4)CC[C@H]21	0.6
COc1ccc(S(=O)(=O)Nc2ccc3c(c2)CC(=O)N([C@H](C)CO)C[C@@H](C)[C@@H](CN(C)C(=O)Nc2ccc(F)cc2)O3)cc1	2.6
C[C@H]1CN([C@@H](C)CO)C(=O)Cc2cc(NC(=O)CCN3CCOCC3)ccc2O[C@H]1CN(C)Cc1ccc(C(=O)O)cc1	-3.8
C[C@@H]1CCCCO[C@@H](CN(C)Cc2ccc(C(=O)Nc3ccccc3N)cc2)[C@@H](C)CN([C@H](C)CO)C(=O)c2cc(NC(=O)Nc3ccc4c(c3)OCO4)ccc2O1	-1.8
C[C@H](CO)N1C[C@H](C)[C@H](CN(C)C(=O)Nc2ccc(C(F)(F)F)cc2)OCCCC[C@H](C)Oc2ccc(NC(=O)Nc3ccc(C(F)(F)F)cc3)cc2C1=O	-1.9

(cont.)
SMILES | BioA inh
COc1ccc(S(=O)(=O)N2C[C@@H](O)COC[C@H]3O[C@@H](CC(=O)NCCN4CCCCC4)CC[C@@H]32)cc1 | -1.8
C[C@@H]1CCCCO[C@H](CN(C)Cc2ccccc2)[C@H](C)CN([C@@H](C)CO)C(=O)c2cc(NC(=O)c3ccccc3)ccc2O1 | 0.6
C[C@H]1CCCCO[C@H](CN(C)Cc2ccncc2)[C@@H](C)CN([C@@H](C)CO)C(=O)c2cc(NC(=O)Nc3ccc(F)cc3)ccc2O1 | 0.0
O=C(CC1CC1)Nc1ccc2c(c1)[C@H]1C[C@H](CC(=O)NC3CCCC3)O[C@H](CO)[C@H]1O2 | -0.4
O=C(C[C@H]1CC[C@@H]2[C@H](COC[C@@H](O)CN2C(=O)Nc2cc(Cl)cc(Cl)c2)O1)N1CCOCC1 | 2.4
COc1ccc(S(=O)(=O)Nc2ccc3c(c2)C(=O)N([C@@H](C)CO)C[C@H](C)[C@H](CN(C)S(=O)(=O)c2ccc(Cl)cc2)O3)cc1 | -1.3

Screens: PubChem, Broad Institute
